Screening results from PubChem BioAssay.
IL1B secr inh: inhibitors of inflammasome signaling (IL-1 beta secretion) | actives 4.7% (n = 360,000) | activity change, % at 57.5 µM | THP-1 LPS/ATP IL-1B secretion, AlphaLISA, 16 h; hits give low values; in the data active = activity change below about -50%; inconclusive = mostly about -30% to -49%; note: % is set by controls: 0 for no effect and ±100 for the full control effect
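Secreted IL-1B measured by AlphaLISA bead assay after 16 h compound exposure of THP-1 cells; compounds (final up to 57.5 uM) added 1 h before LPS (250 ng/mL) and ATP (1.25 mM) stimulation; lower signal means less secretion.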
MCF10A rereplic: DNA re-replication induction in MCF 10a cells | MCF 10A DNA re-replication, Hoechst nuclear intensity, 48 h | Potency, µM (doses to about 46.1 µM), for the others: at the top dose activity, positive = re-replication, usual class: activators | actives 2.9% (n = 350,000) | AID 624296; note: potency is the fitted concentration of half-maximal effect; % of control where 0% means no effect; nearly all actives have a fitted effect of over 50% in size
DRD3 agonist: D3 dopamine receptor (human) agonism; max activation, %; actives 0.58% (n = 410,000); P35462; D3R DiscoveRx beta-arrestin cells, luminescence, 90 min; in the data active = max activation above about 30%; note: 0% is about no effect; mostly tested at two doses, the higher about 12 µM
Target sequence (P35462 whole entry, looked up): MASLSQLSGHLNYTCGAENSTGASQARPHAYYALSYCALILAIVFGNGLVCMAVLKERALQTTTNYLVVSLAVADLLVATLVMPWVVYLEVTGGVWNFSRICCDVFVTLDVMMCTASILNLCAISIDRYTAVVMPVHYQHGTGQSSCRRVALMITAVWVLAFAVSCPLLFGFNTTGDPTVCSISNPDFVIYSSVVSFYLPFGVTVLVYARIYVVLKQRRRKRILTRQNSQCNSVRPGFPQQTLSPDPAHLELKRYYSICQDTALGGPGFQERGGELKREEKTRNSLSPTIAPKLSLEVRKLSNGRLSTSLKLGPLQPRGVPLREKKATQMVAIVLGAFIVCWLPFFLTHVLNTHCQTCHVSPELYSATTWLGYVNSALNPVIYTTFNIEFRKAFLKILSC
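Agonist-mode cell screen: cells plated at 1500/well and incubated overnight at 37 °C, then exposed to library compounds for 90 min at 37 °C. Detection reagent was added for 30–60 min at room temperature, and luminescence was read.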
HT1080NT lethal: kills 2HG-producing HT-1080-NT fibrosarcoma cells; HT-1080-NT fibrosarcoma viability, CellTiter-Glo ATP luminescence, 48 h; Potency, µM (doses to about 46.1 µM), inactives show at the highest dose activity, negative = less viability, usual class: cytotoxic; actives 1.6% (n = 360,000); AID 686970;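 note: NT is the 2HG producing partner of a matched IDH1 knockdown line; potency is the fitted concentration of half-maximal effect; 0% = DMSO-treated cells and -100% = media-only wells without cells; nearly all actives have a fitted effect of over 55% in size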
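Compounds were tested in concentration-response format on HT-1080-NT cells for 48 hours at 37 degrees C. Cell viability came from CellTiter-Glo luminescence; curves were classified by r2, response magnitude and activity.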
KB-V1 MDR tox: kills drug-selected multidrug resistant KB-V1 cells; KB-V1 MDR cells viability, CellTiter-Glo, 72 h; Potency, µM (highest dose often 46.1 µM), for the others: at the highest dose activity change, negative = cytotoxicity, hits mostly cytotoxic; actives 3.4% (n = 400,000); AID 1347076; note: potency is the fitted concentration of half-maximal effect; % is set by controls: 0 for no effect and ±100 for the full control effect; nearly all actives have a fitted effect of over 60% in size
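Cells of the MDR subline KB-V1 are plated, dosed with compound at multiple concentrations, and incubated 72 h at 37 degrees C; CellTiter-Glo is then added and luminescence read after 10 min.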
HT1080 IDH1KD tx: kills HT-1080 cells with IDH1 knockdown. HT-1080 IDH1 knockdown viability, ATP luminescence, 48 h. Potency, µM (highest dose often 46.1 µM), inactives show top-dose activity, negative = toxicity, most hits filed as cytotoxic. actives 2% (n = 360,000);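 note: potency is the fitted concentration of half-maximal effect; 0% = DMSO wells and -100% = cell-free medium wells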
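After a 2 h attachment period, IDH1KD HT-1080 cells took pin-transferred compound for 48 h at 37 °C; ATP-based luminescence after 10 min room-temperature reagent incubation reported viability.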
GLP1R cytotox: cytotoxicity in counter-screen for GLP-1R inverse agonists. Potency, µM (titrated, usually from 38.3 µM), for the others: at the highest dose activity change, negative = inhibition, most hits filed as inhibitors. AID 624418. HEK293 cAMP-luciferase reporter cells, luminescence, 24 h. actives 0.13% (n = 410,000);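 note: loss of luciferase light is scored as toxicity; potency is the fitted concentration of half-maximal effect; % is set by controls: 0 for no effect and ±100 for the full control effect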
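Luminescence readout: signal drop marks cytotoxicity. Plated cells grew 12 h at 37 °C, 5% CO2, received 23 nL compound for 24 h, then got luciferase reagent, read after 12 min at RT.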
SW480 rereplic: inducers of DNA re-replication in SW480 colon cancer cells | SW480 DNA re-replication, Hoechst DNA content imaging, 48 h | Potency, µM (doses to about 46.1 µM), without a hit: at the top dose re-replication activation, usual class: activators | actives 1.8% (n = 340,000) | AID 624297; note: potency is the fitted concentration of half-maximal effect; % of control where 0% means no effect; nearly all actives have a fitted effect of over 55% in size
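Per well, 250 cells were exposed to pinned compound for 48 hr. Nuclear DNA was visualised with Hoechst (40 min, 37 C) and total object intensity recorded by fluorescence scanning.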
KB-3-1 cytotox: KB-3-1 parental cell cytotoxicity | AID 1347075 | actives 1.4% (n = 400,000) | KB-3-1 viability, CellTiter-Glo ATP luminescence, 72 h | Potency, µM (titrated, usually from 46.1 µM), for the others: at the top dose activity change, negative = cytotoxic, most hits filed as cytotoxic; note: potency is the fitted concentration of half-maximal effect; % is set by controls: 0 for no effect and ±100 for the full control effect; nearly all actives have a fitted effect of over 60% in size
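KB-3-1 cells, DMEM (no phenol red) + 10% FBS; compound by pin transfer, 72 h, 37 °C. Readout: CellTiter-Glo luminescence after 10 min. Data normalized, curve-fitted.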
An asterisk follows results filed as active; i = inactive; ? = inconclusive; nt = not tested or not shown; & = joins results of further samples; [ ] = remark or other dose. Unless noted, calls come from the whole dose curve; as a rule, active = well fitted curve in the direction sought with a large enough effect; inconclusive = small, poorly fitted or top-dose-only effect, or another doubt; inactive = no such curve, though single readings can be large; an effect the other way counts as inactive or inconclusive.

structure	HT1080NT lethal	MCF10A rereplic	IL1B secr inh	HT1080 IDH1KD tx	DRD3 agonist	SW480 rereplic	KB-3-1 cytotox	KB-V1 MDR tox	GLP1R cytotox
Cc1oc(-c2ccc(C(=O)NCCc3ccc(Cl)cc3)cc2)nc1CSc1ccccc1	nt	nt	nt	nt	8	nt	-18%	5%	-1%
COc1ccc(-c2cc(C(=O)OCC(=O)N3CCCC3)c3ccccc3n2)cc1	?	-2%	-19	?	8	0%	-5%	?	-22%
CC1(C)NC(=O)N(CC(=O)N2CCC(Cc3ccccc3)CC2)C1=O	9%	1%	29	11%	5	-6%	17%	8%	-8%
CCOC(=O)C1(Cc2ccccc2)CCN(Cc2cc(OC)c3c(c2)OCO3)CC1	-16%	-3%	-83*	-18%	-15	-7%	0%	-4%	-17%
CC(=O)N1CCN(CC(C)(C)NS(=O)(=O)c2ccccc2)CC1	-1%	8%	-10	0%	5	-11%	9%	3%	4%
Cc1cc(C)c(C#N)c(SCC(=O)c2ccccc2)n1	-5%	?	-12	-4%	-10	?	-9%	-3%	21%
Cc1nn(CCCC(=O)Nc2ccccc2C(F)(F)F)c(=O)c2nn(-c3ccccc3)c(C)c12	nt	nt	nt	nt	2	nt	-12%	4%	2%
COc1cccc(C(=O)Nc2cc(Cl)c(O)c(Cl)c2)c1	0%	-1%	0	-3%	2	-2%	-1%	0%	0%
CC1CN(C(=S)NC(=O)c2ccc([N+](=O)[O-])cc2)CC(C)O1 (configuration not stated)	6%	-1%	25	7%	0	-5%	13%	17%	-28%
O=C(NC(Cc1c[nH]c2ccccc12)c1nnc2n1CCCCC2)c1ccccc1Cl (configuration not stated)	8%	-2%	-1	10%	9	7%	-10%	-5%	-3%
O=C1Nc2c(Br)cc(Br)cc2C1(O)N1CCOCC1 (configuration not stated)	-7%	8.2µM*	97	-5%	-5	17%	-11%	-26%	?
COc1cccc(CNC(=O)C(CCSC)NS(=O)(=O)c2ccc3c(c2)oc(=O)n3C)c1 (configuration not stated)	-2%	-1%	6	1%	5	-6%	-1%	-3%	-13%
N#CCC(=O)Nc1ccc(C(=O)Nc2cccc(S(=O)(=O)N3CCCC3)c2)cc1	4%	nt	19	3%	3	nt	-6%	1%	-10%
Nn1c(SCC(=O)NCC2CCCO2)nnc1-c1ccco1 (configuration not stated)	10%	-1%	19	5%	-2	3%	9%	25%	8%
CCc1cc2c(NCCC(=O)O)nc(C)nc2s1	1%	-1%	57	3%	-6	-20%	-7%	7%	-2%
CNC(=S)NCCc1ccccc1	16%	26%	7	12%	14	-16%	1%	2%	9%
CSc1c(C#N)c(N)c(C#N)c2c1COC(C)(C)C2	6%[9.24 µM]	0%	16	-6%	26	-7%	0%	?	-1%
Cc1ccc(NC(=O)Nc2ccc3c(c2)OCO3)c(OC(F)F)c1	-10%	-35%[inhibitor]	i	-3%	-6	-5%	5%	?	11%
CC1(C)N=C(N)N=C(N)N1c1ccc(OCC(=O)N2CCOCC2)c(Cl)c1	0.52µM*	nt	2	0.13µM*	10	nt	?	8%	-14%
COc1cccc(C(=O)NCCS(=O)(=O)NC2CCCC2)c1	-6%	0%	11	-1%	-9	0%	12%	3%	5%
Cc1nc2sc(C(c3cccs3)N3CC(C)CC(C)C3)c(O)n2n1 (configuration not stated)	4%	-1%	1	2%	3	-17%	1%	7%	-13%
O=C(COc1ccccc1)Nc1nnc(S(=O)(=O)N2CCCC2)s1	0%	-2%	-1	5%	0&2	-6%	-2%&-7%	?	-20%&2%
CCN(CC)S(=O)(=O)c1cccc(C(=O)N/N=C(\C)c2cccs2)c1	-12%	-28%	-14	-2%	-21	-19%[1.84 µM]	?	?	0%
O=C(NC(c1ccccc1)c1ccc2ccccc2n1)C1CCN(CCOc2ccc(Cl)cc2)CC1 (configuration not stated)	3.7µM*	nt	-100*	4.1µM*	12	nt	?	?	-5%
COC(=O)c1cc(OC)c(OC)cc1NC(=O)CCN1C(=O)C2CCCCC2C1=O (configuration not stated)	-3%	nt	1	2%	-11	nt	1%	-2%	3%
CC(C)CC1(C)NC(=O)N(CC(=O)NC(=O)Nc2ccc3c(c2)OCCO3)C1=O (configuration not stated)	-5%	0%	12	5%[9.24 µM]	0	-5%	15%	-7%	-6%
Cc1cc(C)c(SCCc2ccncc2)c(C)c1	-18%	8%	49	-5%	3	-15%	-22%	?	1%
CCN(CC)CCNC(CC(=O)Nc1ccc(Cl)cc1Cl)C(=O)O (configuration not stated)	1%	-2%	-12	-1%	-5	-3%	7%	-7%	61%[activator]
CN(C(=O)CCN1CCCO1)C1CCCN(Cc2ccccc2F)C1 (configuration not stated)	0%	1%	-11	2%	-6	-8%	2%	3%	1%
COc1ccc(N2C(=O)CC(N3CCCC4CCCCC43)C2=O)cc1 (configuration not stated)	3%	1%	18	11%	5	3%	0%	15%	60%[activator]
CCOC(=O)/C=C/c1nc(C(=O)OCC)c(C)c(=O)[nH]1	-2%	32%	-18	-4%	1	?	6%	-15%	7%
FC(F)(F)c1nnc(Nc2ccc(Cl)cc2)s1	?	?	-7	?	5	-80%[inhibitor]	-1%	?	-29%
CC(C)CCN(C(=O)c1csnn1)C(C(=O)NC1CCCC1)c1ccccc1 (configuration not stated)	-1%	?	-5	-9%	-3	-1%	0%	?	-10%
O=C(C1=COCCO1)N1CCN(S(=O)(=O)c2cccc(F)c2)CC1	5%[9.24 µM]	-1%	-3	10%	8	4%	9%	0%	-11%
O=C(CN1CCN(Cc2ccccc2Cl)CC1)N/N=C/C=C\c1ccccc1[N+](=O)[O-]	-16%	1%	-10	-11%	-3	?	1%	-12%	-6%
Nc1ccn(Cc2ccc(F)cc2)n1	10%	0%	22	9%	4	-11%	9%	15%	-3%
O=C(O)C1=C[C@H](c2csc3ccccc23)C[C@H](OCc2ccc(CO)cc2)O1	0%	9%	1	5%	6	-1%	2%	-4%	14%
CCOc1ccc(OCc2ccc(C(=O)N3N=C(C(F)F)CC3(O)C(F)F)o2)cc1 (configuration not stated)	?	1%	4	?	-2	4%	-2%	16µM*	8%
COc1cc(OC)c(OC)cc1CN1CCN(Cc2ccc(SC)cc2)CC1	-5%	?	-3	-4%	-8	-103%[inhibitor]	-6%	?	3%
COc1ccc(Cl)cc1NC(=S)NN1CCOCC1	-5%	-2%	14	1%	-9	-9%	-2%	-3%	?

Entries of single compounds from above. Values in the order: HT1080NT lethal	MCF10A rereplic	IL1B secr inh	HT1080 IDH1KD tx	DRD3 agonist	SW480 rereplic	KB-3-1 cytotox	KB-V1 MDR tox	GLP1R cytotox
Results for `Nc1ccn(Cc2ccc(F)cc2)n1` → 10%	0%	22	9%	4	-11%	9%	15%	-3%
Results for `CCOc1ccc(OCc2ccc(C(=O)N3N=C(C(F)F)CC3(O)C(F)F)o2)cc1` (configuration not stated) → ?	1%	4	?	-2	4%	-2%	16µM*	8%

Continuation:
structure	HT1080NT lethal	MCF10A rereplic	IL1B secr inh	HT1080 IDH1KD tx	DRD3 agonist	SW480 rereplic	KB-3-1 cytotox	KB-V1 MDR tox	GLP1R cytotox
O=C(Nc1ccc(CN2CCOCC2)cc1)c1ccc(Br)cc1	-1%	?	37	-2%	6	-16%	-21%	-6%	4%
O=C(CCCCn1c(=O)[nH]c2ccsc2c1=O)N1CCN(c2cccc(C(F)(F)F)c2)CC1	nt	nt	nt	nt	7	nt	0%	-4%	-3%
COc1ccc(Cc2nnc(NC(=O)c3cc(OC)cc(OC)c3)s2)cc1	-23%	13µM*	0	-26%	-11	102%	-2%	0%	-13%
Cc1cc(CN(C)C(=O)c2ccc(OC3CCN(CCc4ccccc4)CC3)cc2)on1	9%	3%	-4	0%	-18	-3%	0%	?	-5%
O=C(N/N=C/c1ccc2c(c1)OCO2)c1ccccn1	?	3%	-24	?	-11	8%	?	15µM*	-17%
Cc1ccn2c(CNC(C)c3cn(C)nc3C)c(C(=O)N3CCCCCC3)nc2c1 (configuration not stated)	-2%	5%	10	8%	-5	2%	-2%	-5%	-7%
COCCN1CCN(C(=O)c2ccc3oc(CCCc4ccccc4)nc3c2)CC1	3%	-10%	17	1%	-3	-2%	1%	-20%	5%
Cc1ccc(CN(CC(=O)NCCc2ccccc2)C(=O)c2csnn2)cc1	-10%	-14%	-13	-3%	2	11%	4%	-26%	-9%
CC1CC(CC(=O)Nc2nc(-c3ccccc3)cs2)C(=O)O1 (configuration not stated)	0%	7%	-10	8%	1	4%	4%	?	-12%
Cc1ccc(CNC(=O)c2cnc(N(C)C)nc2)cc1	nt	nt	nt	nt	2	nt	9%	-4%	0%
CCc1ccc(C2=NNC(=Nc3cccc(S(=O)(=O)N(C)C)c3)SC2)cc1	21µM*	?	-70*	?	1	21µM*	?	?	-13%
Nc1ccc(-c2cnc(N)c(C(=O)c3cccnc3)n2)cn1	-8%	13%	-91*	-3%	-11	-2%	?	-9%	-27%
COc1ccc(N2CC(C(=O)NCc3cccnc3)CC2=O)cc1 (configuration not stated)	9%	-2%	1	15%	-8	-1%	-5%	0%	-7%
CC(C)c1ccc(NC(=O)Cn2cc(S(=O)(=O)Cc3ccccc3Cl)c3ccccc32)cc1	nt	nt	nt	nt	2	nt	-14%	?	-8%
